# High-throughput results from PubChem BioAssay.
# CatS block = inhibitors of human cathepsin S, biochemical, compound mixtures; recombinant cathepsin S, AMC dipeptide fluorescence, pooled mixtures; inhibition, %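 (tested at 5 µM per compound within 10-compound mixtures)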; 62,000 compounds, 0.06% hits; AID 501, 2006; in the data active means inhibition above about 32%, passing the limit was not always enough; inconclusive means no clear call, values can overlap the other calls;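 further: 0% = enzyme without compound and 100% = blank without enzyme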
# FXIIa mix inh = human factor XIIa inhibitors, primary screen, biochemical, pooled compound mixtures, fluorogenic substrate | purified FXIIa | inhibition, % at 5 µM | 62,000 compounds, 0.2% hits;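 further: 0% = enzyme without compound and 100% = no enzyme blank; some results filed as inactive read as strong as hits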
# Target sequence (P00748 20-372 limits assumed): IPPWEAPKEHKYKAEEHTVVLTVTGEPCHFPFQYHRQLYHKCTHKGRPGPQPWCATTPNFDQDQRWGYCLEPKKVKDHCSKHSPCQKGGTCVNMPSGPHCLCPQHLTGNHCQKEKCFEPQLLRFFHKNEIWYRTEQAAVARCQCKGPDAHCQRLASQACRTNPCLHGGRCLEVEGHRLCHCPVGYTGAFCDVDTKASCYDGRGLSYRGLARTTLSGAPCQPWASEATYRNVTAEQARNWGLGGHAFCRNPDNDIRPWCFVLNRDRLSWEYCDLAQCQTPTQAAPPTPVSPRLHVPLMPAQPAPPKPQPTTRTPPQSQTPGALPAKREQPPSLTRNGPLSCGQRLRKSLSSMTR
# Target sequence (P00748 373-615 limits assumed): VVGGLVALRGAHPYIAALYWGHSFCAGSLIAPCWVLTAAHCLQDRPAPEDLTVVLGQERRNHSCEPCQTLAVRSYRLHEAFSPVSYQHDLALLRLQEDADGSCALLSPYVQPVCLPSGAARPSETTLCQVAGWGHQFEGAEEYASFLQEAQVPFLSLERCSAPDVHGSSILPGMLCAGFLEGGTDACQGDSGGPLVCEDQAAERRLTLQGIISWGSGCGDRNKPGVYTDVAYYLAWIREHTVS
# C1s block = complement C1s protease inhibitors, primary screen, biochemical, 10-compound mixtures | Complement C1s subcomponent (Homo sapiens), P09871 | purified C1s, fluorogenic AMC substrate, pooled mixtures | 62,000 compounds, 0.16% hits | mean inhibition % of two 10-compound mixtures (hits give high values), % at 5 µM (by protocol) | AID 538, 2006;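 active means inhibition above 20% in each of the two 10-compound mixture wells holding the compound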;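 further: 0% = enzyme wells lacking compound mixture and 100% = no-enzyme blank wells; some compounds called inactive have numbers as strong as hits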
# FXIa mix inh = FXIa protease inhibitors in compound pools, primary screen, biochemical, 10-compound mixtures | inhibition, % at 5 µM | 62,000 compounds, 0.19% hits | purified FXIa, fluorogenic substrate, pooled mixtures | AID 680, 2007 | Coagulation factor XI (Homo sapiens), P03951;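 further: each value is inhibition by a whole ten-compound pool holding the compound; 0% = enzyme with no mixture and 100% = wells lacking enzyme; strong numbers were not always called active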
# CatG inh = human cathepsin G inhibitors, primary screen, biochemical, pooled compound mixtures, AMC fluorescence; AID 581, 2007; purified enzyme, AMC-tetrapeptide fluorescence; inhibition, % at 5 µM (by protocol); 62,000 compounds, 0.2% hits; P08311;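 active means inhibition above 20% in each of the two mixture wells holding the compound; inactive means inhibition of 20% or less in either well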;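 further: 0% = enzyme control without mixture and 100% = blank lacking enzyme; strong numbers were not always called active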
# Target sequence (P08311 21-244 limits assumed): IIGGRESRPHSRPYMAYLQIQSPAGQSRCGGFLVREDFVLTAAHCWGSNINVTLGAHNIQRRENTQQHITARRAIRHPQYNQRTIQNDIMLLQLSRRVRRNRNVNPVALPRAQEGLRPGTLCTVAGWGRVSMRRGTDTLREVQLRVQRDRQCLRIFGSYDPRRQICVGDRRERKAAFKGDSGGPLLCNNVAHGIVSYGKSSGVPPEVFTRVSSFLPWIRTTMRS
# ROCK2 inh = inhibitors of human ROCK2 kinase, primary screen, biochemical, high-throughput, luminescence; Rho-associated protein kinase 2 (Homo sapiens), O75116; 60,000 compounds, 0.35% hits; inhibition, % at 6 µM; AID 604, 2007; purified ROCK2, Kinase-Glo ATP depletion luminescence;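 active means inhibition above the screen-wide mean inhibition plus 3 SD, cut at about 18% in these data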;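 further: plate controls were DMSO wells for no effect and Y-27632 control wells after no-enzyme background subtraction for full effect; many of its hits are not listed in these tables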
# PKA inh = inhibitors of human PKA kinase activity, primary screen, biochemical, ATP-depletion luminescence, Kemptide substrate | cAMP-dependent protein kinase catalytic subunit alpha (Homo sapiens), P17612 | PKA Kemptide phosphorylation, Kinase-Glo ATP luminescence | inhibition, % at 6 µM | 65,000 compounds, 0.1% hits | AID 524, 2006;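 active means inhibition above the screen-wide mean inhibition plus 3 SD, cut at about 21% in these data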; further: many of its hits are not listed in these tables
# JNK3 inh = JNK3 kinase activity inhibitors, primary screen, biochemical, human, purified enzyme. Mitogen-activated protein kinase 10 (Homo sapiens), P53779. HTS. inhibition, % at 8 µM. 60,000 compounds, 0.61% hits; in the data active means inhibition above about 17%;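 further: 0% = DMSO and 100% = reference inhibitor; many of its hits are not listed in these tables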
# CatL inh = inhibitors of human cathepsin L, biochemical; Procathepsin L (Homo sapiens), P07711; purified cathepsin L, fluorogenic substrate, fluorescence; inhibition, %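 (tested at 10 µM)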; 58,000 compounds, 0.17% hits; AID 460, 2006; in the data active means inhibition above about 45%;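 further: 0% = enzyme with no compound and 100% = no enzyme blank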
# Target sequence (P07711 114-288 limits assumed): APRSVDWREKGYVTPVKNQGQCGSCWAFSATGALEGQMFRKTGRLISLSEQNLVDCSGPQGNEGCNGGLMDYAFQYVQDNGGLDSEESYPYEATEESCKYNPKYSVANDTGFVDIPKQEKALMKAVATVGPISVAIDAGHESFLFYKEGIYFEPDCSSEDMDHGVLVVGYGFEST
# Target sequence (P07711 292-333 limits assumed): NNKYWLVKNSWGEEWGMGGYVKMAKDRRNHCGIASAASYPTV
# * = called active by the depositor; ? = inconclusive; . = no result given. Unless noted, no stated cut-off is given here; in the data, active means inhibition above about 20% (passing the limit was not always enough); inactive means the rest.
# Start of the listing, in advance (2 entries):
SMILES,CatS block,FXIIa mix inh,C1s block,FXIa mix inh,CatG inh,ROCK2 inh,PKA inh,JNK3 inh,CatL inh
COC(=O)C1CCN(C(=O)COC(=O)CC(NC(N)=O)c2ccc(Cl)cc2)CC1 (centres undefined),-8,5,2,1,-3,9,6,0,.
COCCn1c(SCC(=O)Nc2cccc(OC)c2)nnc1-c1ccccc1,-12,-2,-26,2,-37,-4,2,-3,-13

# All compounds of this part, repeating the preview:
SMILES,CatS block,FXIIa mix inh,C1s block,FXIa mix inh,CatG inh,ROCK2 inh,PKA inh,JNK3 inh,CatL inh
COC(=O)C1CCN(C(=O)COC(=O)CC(NC(N)=O)c2ccc(Cl)cc2)CC1 (centres undefined),-8,5,2,1,-3,9,6,0,.
COCCn1c(SCC(=O)Nc2cccc(OC)c2)nnc1-c1ccccc1,-12,-2,-26,2,-37,-4,2,-3,-13
CCc1nnc(NC(=O)CSc2nnc(Cc3cccn3C)n2CCOC)s1,-7,-9,-92,-17,-9,3,-2,5,.
Cn1c(C(C#N)C2=C(Cl)C(=O)N(c3ccccc3)C2=O)nc2ccccc21 (centres undefined),24,2,13,6,11,0,-4,-1,9
COc1cccc(S(=O)(=O)N2CCN(c3ccccc3F)CC2)c1,-2,0,-11,-2,8,.,1,.,.
CCOc1ccc(OCC)c(NC(=O)C2CCCN(c3nc(C)cc(C)n3)C2)c1 (centres undefined),4,6,16,8,10,-3,0,4,11
COc1cccc(C2C(C#N)=C(N)OC(C(C)(C)C)=C2C#N)c1 (centres undefined),7,0,16,4,10,16,4,2,6
CCOCc1cnc(C)nc1NCC(=O)c1c(C)n(C)c2ccc(OC)cc12,3,1,10,10,11,7,4,-3,8
Cc1cc(O)c(C(=O)c2ccccc2C(=O)O)cc1C,3,10,-33,7,1,1,-8,-3,8
O=C(Nc1ccc2c(c1)OCO2)c1cccc(F)c1,1,4,18,5,14,-1,-4,6,-3
Cc1cccc(-n2ccnc2SCC(=O)Nc2nnc(C)s2)c1,-5,-5,-5,3,-3,-3,2,-4,.
COc1ccc(N2CCN(C(=O)CN(c3cccc(Br)c3)S(C)(=O)=O)CC2)cc1,-25,-9,-156,-35,-17,4,8,-8,-2
CCOc1ccc(CNC(=O)C2CCCN(S(C)(=O)=O)C2)cc1OC (centres undefined),-2,3,-4,0,-9,0,0,-3,1
Cn1c(=O)[nH]c(=O)c2c1nc(Br)n2Cc1ccccc1Cl,14,4,-25,-4,-15,-6,5,4,36
CCOC(=O)c1cc(-c2cccs2)nn1CCC#N,3,11,-14,-2,14,6,11,-3,17
NC(=O)CCn1nc(-c2ccccc2)c2ccccc2c1=O,-6,3,-23,3,8,.,-6,.,-9
CCOc1cc(C2/C(=C(\O)c3cc(C)ccc3C)C(=O)C(=O)N2CCN(C)C)ccc1O (centres undefined),3,5,10,8,10,.,4,.,6
CC(C)(C)NS(=O)(=O)c1cccc(S(=O)(=O)c2cccc(S(=O)(=O)NC(C)(C)C)c2)c1,2,-3,-5,-1,0,-3,13,0,1
CCCC(CCC(=O)Nc1ccc(C(=O)OC)cc1)C(=O)O (centres undefined),.,.,.,.,.,1,5,10,-4
CCOC1(OCC)N=C(N)C2(C#N)C(c3ccc(NC(C)=O)cc3)C12C#N (centres undefined),1,-10,3,4,0,26*,4,-6,12
Cn1c(=O)c2c3c(sc2n2c(SCC(=O)c4ccc(Cl)cc4)nnc12)COC(C)(C)C3,?,6,9,5,51,5,1,-2,-6
Cc1nnc(SCC(=O)NCc2ccc3c(c2)OCO3)[nH]c1=O,-1,-15,13,12,11,3,4,1,12
CC(C)(C)c1nn(-c2ccccc2)c2[nH]c(=O)c(CNCc3ccco3)cc12,-6,1,-62,-12,3,2,3,1,11
Cc1ccc2[nH]c(=O)c(CN(CCCO)S(=O)(=O)c3cccc4nsnc34)cc2c1,2,5,-3,6,-5,2,5,-12,3
CCOC(=O)CC(=O)CSc1[nH]c(=O)cc(C)c1C#N,2,2,0,6,6,-5,5,3,25
CCOC(=O)c1ccccc1NC(=O)c1ccccc1SC,-8,-27,-4,-1,6,1,0,0,7
CCc1ccccc1NC(=O)C(C#N)Cc1cccnc1 (centres undefined),0,2,2,8,5,-7,0,5,-14
CCOC(=O)c1cnc2nc[nH]n2c1=O,-5,12,-9,4,-4,-5,0,-5,0
CCCNc1nc(N2CCOCC2)nc(N2CCOCC2)n1,12,0,-44,-18,-19,-2,-1,-3,1
O=c1[nH]c2ccc(S(=O)(=O)N3CCN(C4CCCCC4)CC3)cc2[nH]c1=O,5,1,-22,-4,-8,0,-1,0,-11
CC1CCCN(c2ccc(C(=O)NCCc3ccccc3)cn2)C1 (centres undefined),-4,3,-26,-4,4,7,2,5,-2
COc1cccc2[nH]c3c(N4CCCC(C)C4)ncnc3c12 (centres undefined),-2,0,-5,4,-5,-1,2,-12,-12
O=C(CSCc1ccco1)c1cccs1,3,-19,12,5,8,6,6,6,3
O=C(NCC1CCCO1)c1cccs1 (centres undefined),7,7,35,37,50,4,4,-1,7
Cc1cc(C)c2nc(-c3ccccn3)cc(C(=O)NCc3ccco3)c2c1,8,1,11,5,11,2,3,3,.
COc1ccc(Cc2nnc(SCC(=O)c3ccccc3)o2)cc1,-4,7,7,4,8,2,2,-1,1
CCn1c(NC(=O)c2cccc(Cn3cc(Cl)cn3)c2)nc2ccccc21,-1,39,-1,-1,5,1,7,7,21
COC(=O)C1C(O)=C(C=NC2CCCCC2)C(=O)CC1(C)C (centres undefined),-2,1,-12,4,1,4,0,2,1
O=C(O)C1CC(c2ccccc2F)=NO1 (centres undefined),-1,-2,16,6,9,9,6,-10,7
COc1cc(NC(=O)CCCC(=O)OCC(F)(F)C(F)F)nc(OC)n1,0,5,13,2,9,4,-2,4,14

# Single entries from above:
# Under CatG inh, CCc1ccccc1NC(=O)C(C#N)Cc1cccnc1 (centres undefined) is entered as 5
# Under JNK3 inh, COc1cc(NC(=O)CCCC(=O)OCC(F)(F)C(F)F)nc(OC)n1 is entered as 4

# The list continues:
SMILES,CatS block,FXIIa mix inh,C1s block,FXIa mix inh,CatG inh,ROCK2 inh,PKA inh,JNK3 inh,CatL inh
CC1(C)Nc2ccccc2N(CC(=O)N2CCCCC2)C1=O,-6,4,-1,6,-1,2,12,-2,3
O=C(CSc1nc2ccccc2o1)Nc1ccccc1N1CCCCCC1,9,2,-5,38*,46,-3,0,-3,27
COc1ccccc1OCC(=O)Nc1cccc(C(=O)N2CCOCC2)c1,2,5,18,3,12,2,0,3,2
CCC(C)(C)NC(=O)C(c1cccn1C)N(Cc1ccccc1)C(=O)Cn1nnc2ccccc21 (centres undefined),2,9,6,3,9,7,9,-2,12
COC(=O)C1Cc2c([nH]c3ccccc23)CN1 (centres undefined),-9,12,-19,4,-9,5,4,-3,-14
CC(NC(=O)OCc1ccccc1)C(=O)NCC1CCCO1 (centres undefined),-3,2,-57,-10,-18,-9,-9,-15,-11
COCC(C)NC(=O)c1noc2c1CCc1cc(OC)ccc1-2 (centres undefined),2,0,12,6,39*,1,11,-2,15
COc1ccc(-c2cc(C(=O)O)[nH]n2)cc1OC,-4,2,-13,-2,-3,.,6,.,4
CCOC(=O)c1cc(CN2CCOCC2)oc1-c1ccccc1,-1,5,-12,-3,8,-1,2,11,9
CC(Sc1ccc(Br)cc1)C(N)=O (centres undefined),0,-2,28,3,9,8,10,5,.
Cc1coc2c(C)c3oc(=O)c4c(c3cc12)CCC4,-9,0,-50,-16,-2,5,6,6,-2
CCSc1nc(=O)n(-c2ccccc2)c(C)c1C(C)=O,3,1,4,4,3,6,12,2,22
O=C(NC1CCCCC1)[C@H](O)[C@@H](O)C(=O)NC1CCCCC1,.,.,.,.,.,3,-1,0,13
COc1cc(CNCCC2CCOC(C)(C)C2)ccc1O (centres undefined),-7,-19,17,1,11,7,7,-5,15
c1ccc(OCCOc2ccccc2-c2nnco2)cc1,18,4,0,2,1,3,2,7,9
COc1cc(C(=S)N2CCCC2)ccc1O,-3,-4,-1,-2,0,6,14,-2,-3
COc1ccc(NC(=O)Nc2cc(C)ccc2OC)cc1,9,0,-13,-2,-12,-6,-6,-13,3
CN1/C(=C\C(=O)Nc2cccnc2)c2ccccc2CC1(C)C,22,9,9,12,11,6,4,1,2
COc1ccc(-n2ncc3c(N4CCC(C(N)=O)CC4)ncnc32)cc1,.,.,.,.,.,3,4,3,8
O=C(NCCN1CCOCC1)c1cn(CCc2ccccc2)nn1,0,7,23,-1,-9,-2,6,5,5
O=C(Nc1cccc(F)c1)C1CC(=O)N(c2ccc(Br)cc2)C1 (centres undefined),3,2,-1,-2,-4,-2,-9,-3,28
COc1ccc(N2C(=O)CC(N3CCOCC3)C2=O)cc1 (centres undefined),3,2,-18,1,2,6,2,2,14
O=C(Nc1ccc2nc(-c3ccco3)[nH]c2c1)c1cccs1,39,0,1,5,11,7,6,0,19
O=C(Cn1cccc1)N1CCc2ccccc21,5,-6,14,4,16,-2,-2,1,-6
O=C(O)c1cccc(COCC(F)(F)C(F)F)c1,-9,0,-38,-4,6,1,7,6,14
Cc1cc2cc(C(c3nnnn3CC3CCCO3)N3CCCc4ccccc43)c(=O)[nH]c2cc1C (centres undefined),0,2,2,4,7,7,7,2,3
CC1CCc2nn(CC(=O)NCc3ccc4c(c3)OCO4)cc2C1 (centres undefined),-4,-22,-5,7,-1,6,8,4,10
CCOc1cc(/C=N/n2cnnc2)ccc1O,14,-1,18,19,16,-3,-7,5,9
COc1ccc(C2N(c3ccc(F)cc3)C(=O)C3CCCN32)cc1 (centres undefined),0,-3,-1,4,0,2,2,6,-1
COCCNC(=O)C(c1ccc(F)cc1)N(Cc1ccco1)C(=O)CCC(=O)Nc1nccs1 (centres undefined),-7,-1,-19,1,5,3,3,0,5
Cc1ccc(-c2nnc(OCCN3CCOCC3)c3ccccc23)cc1,.,.,.,.,.,-4,3,0,18
CCC(c1nnnn1C1CCCC1)N(Cc1cccs1)Cc1cc2cccc(C)c2[nH]c1=O (centres undefined),4,4,-18,1,9,-3,-2,-3,21
COc1ccccc1NC(=O)C1CCCN(S(=O)(=O)c2cccc3nsnc23)C1 (centres undefined),-10,3,-39,4,-8,-3,2,3,-9
CCCCn1c(=S)[nH]c2c(oc3ccc(Cl)cc32)c1=O,7,3,18,5,10,.,-1,.,19
Cc1ccc(Cn2c(SCC(N)=O)nc3c2c(=O)n(C)c(=O)n3C)cc1,-11,6,-66,-22,-23,-2,-1,-3,0
CCOC(=O)c1ccc(S(=O)(=O)Nc2cc(C(C)(C)C)no2)cc1,11,8,-4,7,-4,6,9,0,0
O=C(CC(SCCO)c1ccc2c(c1)OCO2)c1cccs1 (centres undefined),1,9,-56,-11,-2,-2,4,-4,7
CC(C)Cc1cc(C(=O)NCCc2ccccc2)no1,3,0,-16,4,-2,-2,-4,-1,.
CCn1c(=O)cc(SCC(=O)Nc2ccccc2N2CCN(C)CC2)c2ccccc21,2,1,-87,-8,-10,-2,3,2,.
O=C(c1cccs1)c1coc2ccc(O)c(CN3CCOCC3)c12,-4,7,-5,3,-2,-6,-4,1,1
Cc1nc2sc(C(c3cccc(F)c3)N3CCCC(C)C3)c(O)n2n1 (centres undefined),4,-13,2,11,0,3,4,-6,14
CCOCC(=O)Nc1cccc(NC(C)=O)c1,-2,14,3,0,-1,4,6,2,2

# This is a random part of the collection (roughly 1.5% active in at least one column).
